# Assay outcomes deposited in PubChem BioAssay by Broad Institute.
# RAD52 anneal inh: inhibitors of human RAD52 DNA annealing | P43351 | recombinant RAD52 DNA annealing, FRET fluorescence | inhibition, % at 18.7 µM | actives 0.46% (n = 360,000);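 active means every replicate showing at least 50% inhibition; inconclusive means mean inhibition at least 50% but not in every replicate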
# ERAP1 HTS inh: inhibitors of human ERAP1 aminopeptidase; Q9NZ08; recombinant ERAP1, Leu-AMC fluorescence, 60 min; inhibition, % at 10.7 µM; actives 0.15% (n = 340,000); AID 652197;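 active means mean replicate inhibition of at least 30%, or all replicates individually reaching that 30% level; inactive means mean below 30% and not every replicate reaching it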;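 further: 0% = neutral control wells and 100% = L-leucinethiol positive control wells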
# E-selectin induc: induces E-selectin expression in human endothelial cells. HUVEC E-selectin immunofluorescence imaging; normalized: neutral wells 0, TNF-alpha wells 100. actives 0.37% (n = 260,000). P16581. activation, % at 7.58 µM. AID 686992;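 active means mean E-selectin-positive cell signal at least 10% of the positive control, reached in at least 60% of replicates, without over 20% cell loss; inconclusive means no rule given, readout overlaps actives, possibly toxicity-flagged; inactive means the rest, including those meeting only one limit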;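 further: in these data hits start at about 27%; measured in HUVEC primary endothelial cells; signal is the percent of cells scored E-selectin positive by PE staining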
# Target sequence (P16581 whole entry, looked up): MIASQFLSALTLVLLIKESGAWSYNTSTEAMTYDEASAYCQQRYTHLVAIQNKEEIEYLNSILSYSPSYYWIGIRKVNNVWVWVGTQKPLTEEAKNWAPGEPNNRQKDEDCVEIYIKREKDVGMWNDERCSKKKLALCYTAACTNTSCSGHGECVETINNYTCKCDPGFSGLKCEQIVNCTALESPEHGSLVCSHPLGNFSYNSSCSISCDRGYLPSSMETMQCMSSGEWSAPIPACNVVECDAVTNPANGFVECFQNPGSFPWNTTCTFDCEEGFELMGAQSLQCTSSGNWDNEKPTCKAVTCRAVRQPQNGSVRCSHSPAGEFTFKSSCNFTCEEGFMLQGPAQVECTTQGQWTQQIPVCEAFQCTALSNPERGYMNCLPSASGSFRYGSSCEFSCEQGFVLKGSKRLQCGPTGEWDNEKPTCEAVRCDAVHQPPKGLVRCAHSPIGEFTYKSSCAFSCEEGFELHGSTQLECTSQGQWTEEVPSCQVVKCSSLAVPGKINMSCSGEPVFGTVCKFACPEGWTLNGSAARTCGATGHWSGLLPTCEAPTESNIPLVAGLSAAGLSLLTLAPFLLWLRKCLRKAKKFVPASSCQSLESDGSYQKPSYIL
#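 Assay system: HUVEC primary endothelial cells. Input: 3,000 HUVEC seeded per well. Doses: one compound dose added by pin transfer. Read-out basis: % PE-positive cells. Benchmarks: TNF-alpha high, DMSO low. Detection: immunofluorescence imaging. Buffer or medium: EGM-2, gelatin.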
# S100A4 inh HTS: blocks human S100A4 binding to myosin IIA peptide | S100A4/TAMRA-MyoIIA peptide fluorescence polarization | inhibition, % at 10.7 µM | actives 0.14% (n = 360,000) | AID 652163;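 active means mean inhibition of at least 70% across replicates, with every replicate also reaching that level; inconclusive means mean inhibition reaches 70% but some replicates fall short; inactive means mean inhibition below 70%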
# Target sequence (P26447 whole entry, looked up): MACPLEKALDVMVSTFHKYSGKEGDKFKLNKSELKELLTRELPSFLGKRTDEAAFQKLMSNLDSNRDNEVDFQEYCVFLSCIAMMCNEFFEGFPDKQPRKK
#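 Material: S100A4 monomer (human). Medium: Calcium-containing HEPES buffer, pH 7.2. Probe or stimulus: labelled myosin peptide probe, 5 nM. Compound dosing: one concentration per compound. Timing: polarization read 5 min after assay mix addition, stable 5–60 min. Benchmarks: DMSO as neutral control, TFP as positive control.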
# ERp5 block: inhibitors of human ERp5 | actives 0.05% (n = 350,000) | ERp5 insulin aggregation, absorbance 650 nm, 90 min | Q15084 | inhibition, % at 9.99 µM;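 active means mean replicate inhibition above about 25%, with every replicate also reaching it, limit read from the data, passing the limit was not always enough; inconclusive means only one of those two criteria met; inactive means neither criterion met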
# Xi reactivation: activators of X-chromosome reactivation in mouse fibroblasts. XiGFP mouse fibroblasts, % GFP-positive cells imaging, 3 d; cells co-treated with 5-aza-dC sensitizer; scaled so ellipticine positive control = 100%. activation, % at 7.58 µM. actives 0.055% (n = 360,000);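 active means mean normalized replicate activation at least 10% and every replicate at or above 10%; inconclusive means only one of the two criteria met; inactive means mean below 10% and not all replicates reach 10%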;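 further: 0% = median of on-plate neutral control wells and 100% = ellipticine 6 µM median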
#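 System: SV40-immortalized XiGFP fibroblast cells, line 68-5-11 / Incubation: 3-day compound exposure, then 15 min fixation at room temperature / Compound: single concentration per compound, delivered by pin transfer / Buffer or medium: DMEM plus 5-aza-dC sensitizer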
# RAD54 inh: blocks human RAD54 Holliday junction branch migration | inhibition, % at 10.4 µM | actives 0.14% (n = 360,000) | Q92698 | AID 602329 | FAM/BHQ fluorescence;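 active means mean normalized replicate activity at least 40 and at least half of replicates scoring 40 or more; inconclusive means only one of the two criteria met; inactive means mean below 40 and under half of replicates reaching 40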;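 further: 0% = median of neutral control wells and 100% = median of positive control wells; inhibitors cause a drop in the FAM fluorescence signal; in these data hits start at about 50%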
# esBAF inh: inhibitors of esBAF chromatin remodeling in mouse ES cells; Bmi1-luciferase knock-in reporter, 24 h; 100% = twice the neutral-well signal; reporter increase, % at 12.5 µM; actives 2% (n = 350,000); in the data active means activation above about 40%; inconclusive means no clear call, values can overlap the other calls;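 further: 0% = median of the plate's neutral control wells and 100% = double that signal; a rise in the Bmi1 reporter signal indicates esBAF inhibition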
# Active calls of the source: *; u = inconclusive; x = not tested or not shown; + = active, no number.
No.	Molecule	RAD52 anneal inh	ERAP1 HTS inh	E-selectin induc	S100A4 inh HTS
1	COc1ncccc1C(=O)N1CCCC(C(=O)c2cc(F)ccc2F)C1 (configuration not stated)	-10	9	x	12
2	O=C(O)c1cccc(-c2csc(C(O)(c3ccccc3)C(F)(F)F)n2)c1 (configuration not stated)	-16	21	0.0	-5
3	O=S(=O)(c1ccccc1)N1[C@H](CO)[C@H]2c3ccccc3NC[C@H]21	4	1	0.2	3
4	O=C(CSC(=S)N1CCCC1)Nc1ccc(Br)cc1Cl	-9	6	x	-5
5	O=C(c1cnccn1)N1CC(=O)N2[C@H](C1)[C@@H](c1ccc(-c3cccc(F)c3)cc1)[C@@H]2CO	19	1	0.2	6
6	CN(C)CCCN(C(=O)c1ccco1)c1nc2c(F)cc(F)cc2s1	3	5	1.6	1
7	Cc1cc2c(cc1C)C(c1ccccc1Br)CC(=O)N2 (configuration not stated)	0	-1	0.1	0
8	Cc1[nH]c(N)nc(=S)c1CCCNc1ccccc1	-15	-2	1.1	4
9	CCNC(=O)CSc1nnc(-c2ccccc2Br)n1-c1cccc(C(F)(F)F)c1	0	10	-0.1	-2
10	Cn1c(SCC(=O)Nc2ncc(C(F)(F)F)cc2Cl)nnc1-c1ccc(Cl)cc1	-14	2	0.0	-3
11	CCCn1c(CCl)nc2cc(S(=O)(=O)N3CCOCC3)ccc21	-8	2	0.2	0
12	O=C1C(=O)N(c2ccccc2)C(c2ccccc2[N+](=O)[O-])/C1=C(\O)c1ccccc1 (configuration not stated)	-18	3	3.8	-1
13	COc1cccc(N=Cc2nc(-c3ccccc3)oc2OC(C)=O)c1	-11	2	5.5	7
14	CCCNC(=O)N(C)C[C@H]1Oc2cc(-c3cccnc3)ccc2S(=O)(=O)N([C@H](C)CO)C[C@H]1C	-1	0	1.4	6
15	CCCN(CC(=O)Nc1ccc(F)c(F)c1F)Cc1cc(=O)n2ccsc2n1	-7	-1	0.3	-12

No.	ERp5 block	Xi reactivation	RAD54 inh	esBAF inh
1	1	0.0	x	3
2	5	-0.1	-12	13
3	-3	0.0	-1	2
4	1	0.1	8	6
5	3	0.2	x	x
6	6	0.0	19	5
7	-1	0.2	11	2
8	-4	-0.1	0	-2
9	1	0.4	x	x
10	5	0.0	x	x
11	8	-0.1	-6	-3
12	-1	-0.1	-3	36
13	1	0.0	9	6
14	-7	0.3	0	2
15	0	0.0	x	2

# 4 entries from above, field by field.
[15] CCCN(CC(=O)Nc1ccc(F)c(F)c1F)Cc1cc(=O)n2ccsc2n1
  RAD52 anneal inh: -7 | ERAP1 HTS inh: -1 | E-selectin induc: 0.3 | S100A4 inh HTS: -12 | ERp5 block: 0 | Xi reactivation: 0.0 | RAD54 inh: x | esBAF inh: 2
[11] CCCn1c(CCl)nc2cc(S(=O)(=O)N3CCOCC3)ccc21
  RAD52 anneal inh: -8 | ERAP1 HTS inh: 2 | E-selectin induc: 0.2 | S100A4 inh HTS: 0 | ERp5 block: 8 | Xi reactivation: -0.1 | RAD54 inh: -6 | esBAF inh: -3
[5] O=C(c1cnccn1)N1CC(=O)N2[C@H](C1)[C@@H](c1ccc(-c3cccc(F)c3)cc1)[C@@H]2CO
  RAD52 anneal inh: 19 | ERAP1 HTS inh: 1 | E-selectin induc: 0.2 | S100A4 inh HTS: 6 | ERp5 block: 3 | Xi reactivation: 0.2 | RAD54 inh: x | esBAF inh: x
[1] COc1ncccc1C(=O)N1CCCC(C(=O)c2cc(F)ccc2F)C1 (configuration not stated)
  RAD52 anneal inh: -10 | ERAP1 HTS inh: 9 | E-selectin induc: x | S100A4 inh HTS: 12 | ERp5 block: 1 | Xi reactivation: 0.0 | RAD54 inh: x | esBAF inh: 3

# Other entries follow:
No.	Molecule	RAD52 anneal inh	ERAP1 HTS inh	E-selectin induc	S100A4 inh HTS
16	CC1CC(C)CN(C(=O)CSc2n[nH]c(N)n2)C1 (configuration not stated)	-6	3	-2.1	3
17	Cc1c(OCC(=O)NCCCN2CCCC2=O)ccc2c3c(c(=O)oc12)CCC3	-8	-1	x	+
18	Cc1noc(C)c1S(=O)(=O)Nc1ccc2c(c1)CC(=O)N([C@@H](C)CO)C[C@H](C)[C@@H](CN(C)C(=O)Nc1cccc3ccccc13)O2	-5	0	-4.4	-1
19	CN1CCCC(OC(=O)c2cc(Cl)cc(Cl)c2)C1 (configuration not stated)	-3	8	-2.4	-1
20	CCCNC(=O)C1(C)CCN(C(=O)c2ccc3c(c2)CCO3)C1 (configuration not stated)	-7	2	x	3
21	CCN(CC)Cc1cc(NC2=NS(=O)(=O)c3ccccc32)ccc1OC(=O)c1ccccc1	3	1	x	1
22	COc1cccc(C(=O)C2CCCN(Cc3cccc(OCCO)c3)C2)c1 (configuration not stated)	-14	-1	0.0	-17
23	N#C[C@@H]1[C@H](c2ccccc2-c2ccccc2)[C@H](CO)N1C(=O)NC1CCCC1	-10	x	-0.2	x
24	CCOC(=O)c1cc2sc(C)cc2n1CC(=O)NCc1ccc(F)cc1	2	3	x	8
25	CC1CCCC(C)N1C(=O)COC(=O)c1c[nH]c2ccccc12 (configuration not stated)	-16	4	1.3	2
26	COCC(=O)Nc1ccc2c(c1)[C@@H]1C[C@H](CC(=O)N3CCN(C)CC3)O[C@@H](CO)[C@@H]1O2	x	x	-0.1	x
27	CC(=O)c1ccc(NC(=O)CCNC(=O)c2ccc(Cl)cc2)cc1	-6	-4	3.5	-2
28	O=C(COC(=O)/C=C/c1cccc(F)c1)Nc1cccc(S(=O)(=O)NC2=NCCCCC2)c1	-22	-2	x	-7
29	CCCCNC(=O)c1oc2ccc(S(=O)(=O)N3CCCC3)cc2c1C	-8	-2	x	1
30	C[C@@H]1CN([C@H](C)CO)S(=O)(=O)c2ccc(C#C[C@@H](C)O)cc2O[C@H]1CN(C)C(=O)C1CCCCC1	-7	3	x	2

No.	ERp5 block	Xi reactivation	RAD54 inh	esBAF inh
16	5	0.0	16	-1
17	6	0.1	5	0
18	-5	-1.0	4	0
19	14	0.3	x	x
20	-10	0.0	-8	-2
21	-8	0.0	x	x
22	5	0.2	9	2
23	0	0.0	x	x
24	-6	x	-6	-4
25	8	1.7	-14	7
26	x	-0.1	0	3
27	4	0.4	9	35
28	2	0.0	2	-1
29	3	-0.1	-5	-1
30	-6	0.0	-5	0

# Compounds from the list above that have a furan ring, fused or not (2):
No.	Molecule	RAD52 anneal inh	ERAP1 HTS inh	E-selectin induc	S100A4 inh HTS
6	CN(C)CCCN(C(=O)c1ccco1)c1nc2c(F)cc(F)cc2s1	3	5	1.6	1
29	CCCCNC(=O)c1oc2ccc(S(=O)(=O)N3CCCC3)cc2c1C	-8	-2	x	1

No.	ERp5 block	Xi reactivation	RAD54 inh	esBAF inh
6	6	0.0	19	5
29	3	-0.1	-5	-1

# (next part)
No.	Molecule	RAD52 anneal inh	ERAP1 HTS inh	E-selectin induc	S100A4 inh HTS
31	CC(=O)Nc1ccc(Sc2ccccc2C(=O)O)cc1	8	-4	x	-9
32	O=C1C(Cl)=C(NCCN2CCOCC2)C(=O)c2ccccc21	7	5	0.0	3
33	CCC(=O)Nc1ccc2c(c1)OC[C@@H](C)N(CC1CC1)C[C@H](C)[C@H](OC)CN(C)C2=O	0	-3	-0.5	-5
34	C[C@@H]1CN([C@H](C)CO)C(=O)c2cccc(NC(=O)Nc3ccc(C(F)(F)F)cc3)c2O[C@H]1CN(C)C(=O)Nc1ccc(F)cc1	0	2	x	-1
35	CC1(C(=O)NS(=O)(=O)c2cccs2)CCN1C(=O)c1ccccc1 (configuration not stated)	-9	-3	0.0	-3
36	Cc1noc(C)c1NC(=O)N[C@H]1CC[C@H](CC(=O)N2CCN(C)CC2)O[C@H]1CO	-4	-5	1.0	-1
37	C[C@@H]1CN([C@@H](C)CO)C(=O)c2cc(NS(=O)(=O)c3ccc(Cl)cc3)ccc2O[C@@H]1CN(C)Cc1ccc(-c2ccccc2)cc1	3	4	-0.5	12
38	CCN(CC)C(=O)[C@H]1CC(CC(=O)NC(C)(C)C)C(=O)N2CCc3c([nH]c4ccc(OC)cc34)[C@]12C (some centres not stated)	-5	x	0.0	4
39	COc1cccc(C#Cc2cnc3c(c2)C(=O)N([C@@H](C)CO)C[C@@H](C)[C@@H](CN(C)C(C)=O)O3)c1	14	5	0.1	-5
40	Cc1ccc(NC(=S)NC(=O)c2cncc(Br)c2)cc1Cl	-23	x	0.3	3
41	COC(=O)C[C@H]1CC[C@@H]2[C@H](COC[C@H](O)CN2S(=O)(=O)c2cn(C)cn2)O1	x	x	0.0	x
42	Cn1cc(Br)c(-c2cccc(N3C(=O)CC(C)(C)CC3=O)c2)n1	-1	3	0.2	-7
43	CN(C)CCNc1ncnc2oc(-c3ccccc3)c(-c3ccccc3)c12	21	2	x	-12
44	CN(C(=O)c1cccc(NC(=O)Cc2ccc(NC(=O)C3CCN(C(=O)C4CCC4)CC3)cc2)c1)C1CC1	-11	0	-0.1	1
45	COc1ccc(-c2noc(CCc3ccccc3)n2)cc1	-18	2	1.6	-3
46	CC(C)NC(=O)NCC[C@@H]1CC[C@@H](NS(=O)(=O)c2ccc(-c3ccccc3)cc2)[C@@H](CO)O1	-2	-1	-0.5	-4

No.	ERp5 block	Xi reactivation	RAD54 inh	esBAF inh
31	2	0.0	x	x
32	0	0.1	7	-1
33	-4	-0.2	11	3
34	2	x	-2	1
35	-2	-0.1	-2	2
36	-1	u	1	-2
37	-3	0.9	-3	2
38	5	0.1	7	-6
39	0	0.4	0	1
40	5	0.0	12	x
41	x	0.4	2	1
42	-5	0.0	-1	-2
43	5	0.1	38	-9
44	6	0.0	-6	-3
45	3	0.0	-10	57*
46	-2	-0.1	0	6
